From PubChem
DDE Tn7 FP inh – disrupts Tn7 cyclic peptide binding to fibrin D-Dimer-E complex; P02675; inhibition, % at 8.3 µM; hit rate 0.13% among 370,000; FP displacement of FITC-Tn7 peptide from fibrin DD(E); 0% = median of compound wells per plate;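 active = inhibition above the mean of compounds falling within the control limits plus 3 SD of them, cut at about 14% in these data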;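 note: 0% = plate median of compound wells and 100% = 10 µM Aha-Tn7 peptide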
Target sequence (P02675 whole entry, looked up): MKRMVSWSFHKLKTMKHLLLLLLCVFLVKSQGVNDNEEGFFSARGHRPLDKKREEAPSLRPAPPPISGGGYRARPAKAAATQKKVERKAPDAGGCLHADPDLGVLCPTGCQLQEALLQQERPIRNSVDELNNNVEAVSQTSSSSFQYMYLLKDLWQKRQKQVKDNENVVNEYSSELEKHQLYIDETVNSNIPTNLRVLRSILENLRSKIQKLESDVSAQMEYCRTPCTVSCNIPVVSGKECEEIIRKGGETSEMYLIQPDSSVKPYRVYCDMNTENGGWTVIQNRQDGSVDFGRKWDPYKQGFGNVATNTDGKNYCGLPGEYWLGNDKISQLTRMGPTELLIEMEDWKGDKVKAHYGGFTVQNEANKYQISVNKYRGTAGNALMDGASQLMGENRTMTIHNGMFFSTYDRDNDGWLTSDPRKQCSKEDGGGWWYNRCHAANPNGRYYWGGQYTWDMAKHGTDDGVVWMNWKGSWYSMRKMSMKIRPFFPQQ
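Test system: human clot-derived fibrin DD(E) complex / Quantity: 2 µM final DD(E) protein / Incubation: 10 min plus 3 h, room temperature / Measured by: fluorescence polarization / Benchmarks: high control of 10 µM Aha-Tn7 peptide / Replicates: singlicate testing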
SIAE inh – human SIAE inhibition, primary screen | SIAE FP-Rh probe binding, fluorescence polarization | inhibition, % at 9.66 µM | hit rate 0.69% among 370,000 | AID 1053197;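 active = inhibition above a cutoff: mean of compounds within the control limits plus 3 SD of those, cut at about 17% in these data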;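 note: 0% = plate median of compound wells and 100% = probe without SIAE protein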
Target sequence (Q9HAT2 whole entry, looked up): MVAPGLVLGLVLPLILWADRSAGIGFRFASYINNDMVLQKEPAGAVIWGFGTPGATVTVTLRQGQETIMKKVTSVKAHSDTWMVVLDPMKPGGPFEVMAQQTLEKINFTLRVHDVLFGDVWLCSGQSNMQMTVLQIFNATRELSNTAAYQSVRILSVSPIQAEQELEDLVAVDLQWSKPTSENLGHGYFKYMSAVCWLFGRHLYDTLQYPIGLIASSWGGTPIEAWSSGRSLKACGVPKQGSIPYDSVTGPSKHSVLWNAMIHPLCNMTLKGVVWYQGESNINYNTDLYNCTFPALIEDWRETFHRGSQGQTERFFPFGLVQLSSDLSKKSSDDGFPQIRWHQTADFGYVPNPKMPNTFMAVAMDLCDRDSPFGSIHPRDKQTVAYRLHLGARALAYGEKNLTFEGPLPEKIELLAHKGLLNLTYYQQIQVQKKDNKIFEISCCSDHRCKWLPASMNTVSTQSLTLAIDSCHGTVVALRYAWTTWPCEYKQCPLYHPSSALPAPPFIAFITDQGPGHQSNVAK
KLK7 zymogen act – activates the human kallikrein-7 zymogen | hit rate 0.9% among 370,000 | P49862 | activation, % at 7 µM | purified proKLK7, EDANS-DABCYL substrate fluorescence; 100% is mature enzyme control, 0% vehicle | AID 652039;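 active = activation above the mean of all tested compounds plus 3 SD, computed per campaign excluding outliers beyond control limits, cut at about 13% in these data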
PRMT1 FP inh – PRMT1 (human) inhibition, primary screen. Q99873. recombinant PRMT1, activity-based probe fluorescence polarization. inhibition, % at 2.79 µM. hit rate 1.3% among 370,000. AID 652257;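 active = inhibition above about 21% made by adding two undisclosed values, limit read from the data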
Tn6 DDE FP – inhibitors of Tn6 peptide binding to human fibrin DD(E); P02675; Fibrin DD(E) TRITC-Tn6 fluorescence polarization displacement; inhibition, % at 8.3 µM; hit rate 0.21% among 370,000; AID 720509;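 active = inhibition above a per-campaign cutoff: mean of compounds within control limits plus 3 SD, cut at about 15% in these data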;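 note: 0% = median of all compound wells on the plate and 100% = blocking peptide control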
UHRF1 binding – human UHRF1 methylated DNA binding inhibitors; hit rate 0.75% among 370,000; inhibition, % at 4.4 µM; UHRF1 binding to methylated oligo, TR-FRET; Q96T88; in the data active = inhibition above about 21%;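 note: UHRF1 SRA domain binding a hemimethylated CpG hairpin DNA probe; 0% = median of test compound wells and 100% = reference inhibitor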
LEDGF integ inh – blocks HIV-1 LEDGF/p75-dependent DNA integration. TR-FRET IN-LEDGF/p75 DNA integration, Eu/Cy5. inhibition, % at 3.7 µM. hit rate 0.64% among 370,000. AID 743269;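 active = inhibition above the screen-wide mean plus 3 SD, cut at about 13% in these data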;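 note: signal is the Cy5 over europium emission ratio at 671 and 618 nm; 0% = plate median of compound wells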
TDP2 inh – blocks human TDP2 phosphodiesterase activity; hit rate 0.34% among 370,000; recombinant TDP2, T5PNP hydrolysis, p-nitrophenol absorbance 415 nm; O95551; inhibition, % at 12.8 µM;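 active = inhibition above the mean of all tested compounds plus 3 SD, set per campaign, cut at about 25% in these data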;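 note: 0% = DMSO with enzyme and 100% = buffer with substrate but no TDP2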
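Assay system: Recombinant human TDP2 | Quantity: 120 nM TDP2 per well | Incubation: 2 h at 37 °C | Signal: Epi absorbance | Evaluation: Percent inhibition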
TCR-CD3 inh – inhibitors of human TCR-CD3 interaction. TAMRA-labeled TCR probe fluorescence, biochemical. inhibition, % at 9.4 µM. hit rate 0.37% among 360,000. AID 651800; in the data active = inhibition above about 19%;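 note: recombinant mutant TCR 2C K166C tagged with TAMRA read by polarization; 0% = receptor in buffer alone and 100% = receptor with positive control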
MBD2 inh – MBD2-methylated oligo binding inhibition; Q9UBB5; TR-FRET, MBD2 binding to methylated oligonucleotide; inhibition, % at 4.4 µM; hit rate 0.31% among 370,000; AID 686964; in the data active = inhibition above about 13%
* hit, by the source's call; nt = no result given.

SMILES	DDE Tn7 FP inh	SIAE inh	KLK7 zymogen act	PRMT1 FP inh	Tn6 DDE FP	UHRF1 binding	LEDGF integ inh	TDP2 inh	TCR-CD3 inh	MBD2 inh
Cc1cc(NCc2ccccn2)ccc1Br	-2	8	-0.6	1	-1	-1	1	15	3	-1
COc1ccc(CN2C(=O)N3Cc4ccc(C)cc4C3CS2(=O)=O)cc1 (stereo unspecified)	-12	-5	-0.3	5	-1	0	4	-11	nt	-1
CN1C(=O)/C(=C/c2ccccc2OCc2ccccc2F)NC1=S	7	-7	-0.1	0	7	-1	-3	-5	5	0
Nc1cccnc1Sc1ccccc1	6	2	0.3	-3	-3	0	1	13	0	4
CN(Cc1cnn(C)c1)C(=O)CC1C(=O)NCCN1Cc1cccc(Oc2ccccc2)c1 (stereo unspecified)	-6	8	0.6	-3	-3	-1	5	10	4	-4
CCCCn1c(CCNC(=O)CCC)nc2ccccc21	0	-6	-0.1	4	-6	4	0	-10	-4	2
Cc1cc(N2CCOCC2)c2c(N)cc(C)c(C)c2n1	-3	-1	0.4	-2	-7	-9	0	-2	-1	-17
O=C(O)c1ccc2c(c1)C(=O)N(c1ccc(OCc3ccccc3)cc1)C2=O	-2	8	-0.1	0	0	0	6	8	5	1
CCc1[nH]nc2c1C1(C(=O)N(Cc3ccccc3)c3ccccc31)C(C#N)=C(N)O2 (stereo unspecified)	-5	3	-0.4	-5	-6	-2	2	-11	-3	-5
CCOC(=O)CCSCC(=O)Nc1nnc(C)s1	-3	-2	0.5	-4	-1	-2	2	10	-3	-2
O=C1c2ccccc2C(=O)C12OC2c1ccc(Cl)cc1Cl (stereo unspecified)	6	-2	0.5	5	7	0	-1	5	-5	-6
CCOc1ccc(NC(=O)CN(C)C(=O)c2ccc(OCC(=O)N3CCOCC3)c(OC)c2)cc1OCC	-1	-6	-0.5	12	-2	-1	-9	-10	-7	7
Cc1ccc(N=c2c([N+](=O)[O-])nn(-c3ccc(Cl)cc3)n2O)cc1C	-6	6	-0.1	2	0	-1	-2	8	2	10
CC(C)NC(=O)Cn1c(SCC(=O)N2c3ccccc3CC2C)nc2ccccc21 (stereo unspecified)	-2	2	0.3	0	4	-3	-7	-14	2	1
Cc1[nH]c(C(=O)O)c(C)c1C(=O)OC(C)C	0	-8	0.6	2	6	1	1	3	-6	5
COc1ccc(NC(=O)CC(=O)Nc2ccc(OC)cc2)cc1	0	-7	-0.3	13	-10	3	-5	-19	-4	6
CC(=O)N(C)c1ccc(NC(=O)Cc2cccs2)cc1	-2	-3	-0.1	4	-2	-1	1	25*	1	-8
Cc1ccc(Sc2ccc(CO)cc2[N+](=O)[O-])cc1	-3	4	0.0	-1	5	2	0	0	3	-4
C#CCOc1ccc(/C=C2/C(=O)N(c3ccc(S(N)(=O)=O)cc3)N=C2C)cc1OC	0	8	-0.2	3	-11	-1	5	0	-4	-1
CS(=O)(=O)N1CCN(C(=O)COc2ccccc2)CC1	1	2	0.4	4	0	0	-3	4	-1	2
COc1cccc(N2CC(C(=O)OC(C)C(=O)c3ccccc3)CC2=O)c1 (stereo unspecified)	-3	5	0.2	0	-1	4	2	-5	-2	3
Cc1ccc(N(C)S(=O)(=O)c2cccc(C(=O)Nc3ccc(N4CCOCC4)cc3)c2)cc1	-4	13	0.2	1	-7	-3	1	1	0	1
CC(C)(C)Cc1c(-c2ccccc2)nc2ccc(Br)cn12	3	3	-0.1	8	-6	15	-6	0	-8	5
Cc1ccc(Cc2nnc(SCC(=O)Nc3ccccc3)[nH]c2=O)cc1	10	4	0.0	4	-3	4	-1	5	0	2
CC(=O)NCCNC(=O)C1CCCCN1S(=O)(=O)c1ccccc1 (stereo unspecified)	3	-2	-0.1	4	3	0	-5	-2	-4	1
Next section.
SMILES	DDE Tn7 FP inh	SIAE inh	KLK7 zymogen act	PRMT1 FP inh	Tn6 DDE FP	UHRF1 binding	LEDGF integ inh	TDP2 inh	TCR-CD3 inh	MBD2 inh
COC(=O)c1ccc(Cn2ccc3ccc(-c4ccc5ccn(Cc6ccc(OC)cc6)c5c4)cc32)cc1	5	-1	-0.9	-7	0	-4	4	-11	nt	-2
Cc1ccc(OCC(=O)N2CCN(c3ccc([N+](=O)[O-])c(N4CCOCC4)c3)CC2)cc1	0	0	1.3	1	6	-2	-5	-11	-3	-5
COc1ccc(N2CC(C(=O)NCCC3=CCCCC3)CC2=O)c(OC)c1 (stereo unspecified)	-1	1	-0.4	-6	-2	-2	2	6	0	1
COC(=O)C1=C(C(=O)OC)C2CCCC1C1N=NN(c3ccccc3)C21 (stereo unspecified)	5	12	-0.2	1	0	1	-2	3	3	4
O=C(OCC(=O)N1CCCC1)c1c[nH]c2ccccc12	-12	2	0.4	-5	-8	0	3	-2	3	-8
Cc1noc(C)c1CSCC(=O)N(C)CC(=O)Nc1ccc(F)c(F)c1F	-1	6	-0.1	-8	2	0	4	7	2	-3
C/C(=N/NC(=S)Nc1cccc(C)c1)c1cccc([N+](=O)[O-])c1	4	15	0.1	-2	-3	1	2	-3	1	1
Cc1cccc(N2CCN(C(=O)/C=C/c3cccs3)CC2C)c1 (stereo unspecified)	-5	-2	0.5	0	-5	-1	4	-3	4	-1
CCOC(=O)C1CCCN(c2c(NCC3CCCO3)c(=O)c2=O)C1 (stereo unspecified)	5	2	0.1	1	2	-1	-2	3	1	-1
Cc1cc2oc(C(=O)NCc3ccc4c(c3)OCO4)c(C)c2cc1C	1	6	-0.3	2	-6	-1	-1	6	-4	0
COc1ccc(C(=O)n2c(N)nc3ccccc32)cc1OC	-15	-1	-0.8	0	-2	-1	9	2	7	-9
Cc1ccc2oc(-c3cccc(N)c3)nc2c1	6	7	12	0	2	-5	-6	-4	0	2
CSc1ncc(C(=O)Nc2ccccc2C)c(C)n1	5	-4	0.7	-2	2	-1	1	-4	2	3
O=C(NC1CC1)C1CC(=O)N(c2cccc(Cl)c2Cl)C1 (stereo unspecified)	-10	1	-0.4	-7	1	0	-1	-14	3	-4
O=S(=O)(Cc1ccccc1)Cc1cnc(Cl)s1	0	-9	-0.4	-5	-5	3	8	-6	3	2
COc1ccccc1CNC(=O)CCCNS(=O)(=O)c1cccc2nsnc12	1	0	0.6	1	-4	3	3	-2	-3	7
CN(C(=O)c1ccccc1C(=O)OCC(=O)NC(=O)NC(C)(C)C)C1CCCCC1	1	0	-0.2	-2	9	-1	0	9	3	-5
CCOC(=O)C1CCN(C(=O)COC(=O)c2cc([N+](=O)[O-])ccc2N2CCOCC2)CC1	-8	2	0.5	-7	0	-2	0	-21	1	-2
NC(=O)c1ccccc1NC(=O)CN1CCN(Cc2ccccc2)CC1	2	15	-0.1	-3	5	0	1	4	4	-2
COC(=O)Cc1c(C)c2c(O)cc(C)cc2oc1=O	9	-6	-20	0	-3	3	2	1	3	-3
O=C(CCS(=O)(=O)c1ccccc1)N(CCCN1CCOCC1)c1nc2c(F)cccc2s1	-1	0	0.9	-1	-1	-2	4	-12	0	-5
O=C(CSc1nc2ccccc2c(=O)[nH]1)c1ccccc1	-7	-1	-0.3	3	-1	-2	0	7	1	-4
CCC(=O)Nc1ccc(C2=Nn3c(nnc3C(C)C)SC2)cc1	-2	-8	0.2	1	-1	1	3	-9	1	3
CCC(=O)OCCn1c(=O)c2cc3c(=O)n(CCOC(=O)CC)c(=O)c3cc2c1=O	1	-2	0.4	0	6	-2	0	-8	2	2
CC(=O)N1c2ccc(S(=O)(=O)N3CCC(C(=O)NCc4ccc(C)cc4)CC3)cc2CC1C (stereo unspecified)	0	-2	-0.2	-3	-2	1	3	0	1	2

Full records as entered above. Values in the order: DDE Tn7 FP inh	SIAE inh	KLK7 zymogen act	PRMT1 FP inh	Tn6 DDE FP	UHRF1 binding	LEDGF integ inh	TDP2 inh	TCR-CD3 inh	MBD2 inh
CN(C(=O)c1ccccc1C(=O)OCC(=O)NC(=O)NC(C)(C)C)C1CCCCC1 in the list: 1	0	-0.2	-2	9	-1	0	9	3	-5
Cc1cc(N2CCOCC2)c2c(N)cc(C)c(C)c2n1 in the list: -3	-1	0.4	-2	-7	-9	0	-2	-1	-17

Following part:
SMILES	DDE Tn7 FP inh	SIAE inh	KLK7 zymogen act	PRMT1 FP inh	Tn6 DDE FP	UHRF1 binding	LEDGF integ inh	TDP2 inh	TCR-CD3 inh	MBD2 inh
CCOC(=O)c1ccc(NC2c3ccccc3C(=O)N2c2ccc(C)cn2)cc1 (stereo unspecified)	-10	0	0.0	-4	6	3	-1	-1	2	1
COc1cccc(-c2nc3ccccc3c(=O)o2)c1	5	-1	0.0	1	2	1	1	-10	2	-2
CCOc1cc(-n2cnnn2)c(OCC)cc1NC(=O)c1cnccn1	6	-2	-0.2	3	2	2	1	-17	-5	6
COC(=O)[C@]1(CNS(=O)(=O)c2ccc(F)cc2)CC(=O)N(C)[C@@H]1c1ccccc1	1	-14	0.2	2	6	-1	-2	-1	nt	1
COC(=O)[C@@]1(Cc2ccc(F)cc2)[C@H]2c3cc(C(=O)N4CCCC4)n(Cc4ccccc4)c3C[C@H]2CN1C(=O)c1ccccc1	-3	-2	0.2	1	2	3	-2	9	-9	-2
Cc1ccc(S(=O)(=O)/N=C(\c2ccccc2)N(C)S(=O)(=O)c2ccccc2)cc1	2	3	-0.2	3	-10	2	0	3	-6	0
O=C(CCS(=O)(=O)Cc1ccccc1)NCC1CCCO1 (stereo unspecified)	5	-7	0.3	0	-3	-3	-3	9	0	-1
O=C(CNC(=O)c1ccc(Br)cc1)Nc1ccc2c(c1)CCC2	-7	-6	0.3	-4	-6	0	7	-15	2	-5
CCOc1ccc(S(=O)(=O)N2CCOCC2)cc1NC(=O)CN1C(=O)NC(C)(C2CC2)C1=O (stereo unspecified)	5	8	0.3	4	-3	-1	2	10	0	2
COC(=O)c1nnn(-c2ccc(Cl)c(Cl)c2)c1C(=O)OC	-1	-2	-0.2	2	-3	5	-5	-13	-8	-1
Nc1cc(N)nc(SCCOc2ccccc2)n1	-4	1	0.6	0	0	-3	-2	-9	-5	-5
Cc1ccc(/C=C2\SC(=S)N(CCC(=O)Nc3ccc(O)cc3)C2=O)cc1	6	-7	-0.3	0	-3	-2	2	-2	6	-10
Cc1cc(C)n(C(=O)CCNC(=O)c2ccccc2Cl)n1	10	-7	-0.2	-1	5	1	0	1	-2	5
CC1(C(=O)NS(=O)(=O)c2ccc(C#N)cc2)CCN1C(=O)c1cccc2ccccc12 (stereo unspecified)	3	0	-0.4	2	4	2	-2	-4	-1	-1
COc1cccc(C(C(=O)NC2CCCC2)N(Cc2ccco2)C(=O)c2ccco2)c1OC (stereo unspecified)	-2	-2	1.0	-2	1	-1	-1	9	3	3
CCc1nn(CC(=O)NCc2ccccc2Cl)c(=O)c2cccn12	3	10	-0.4	-8	1	2	0	0	11	-3

Three entries drawn at random from those above:
SMILES	DDE Tn7 FP inh	SIAE inh	KLK7 zymogen act	PRMT1 FP inh	Tn6 DDE FP	UHRF1 binding	LEDGF integ inh	TDP2 inh	TCR-CD3 inh	MBD2 inh
Cc1ccc(S(=O)(=O)/N=C(\c2ccccc2)N(C)S(=O)(=O)c2ccccc2)cc1	2	3	-0.2	3	-10	2	0	3	-6	0
Cc1cc(C)n(C(=O)CCNC(=O)c2ccccc2Cl)n1	10	-7	-0.2	-1	5	1	0	1	-2	5
Cc1ccc(/C=C2\SC(=S)N(CCC(=O)Nc3ccc(O)cc3)C2=O)cc1	6	-7	-0.3	0	-3	-2	2	-2	6	-10
